# Bioassay records (PubChem BioAssay)
# CD40 NFkB inh: inhibitors of CD40-induced NF-kB signaling, primary screen, BL2 cells, luciferase reporter, single point. 0.94% of 83,000 active. CD40L-induced, 4 h. inhibition, % at 10 µM;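 active means mean inhibition of at least 50% with a set share of replicates also reaching that level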;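 further: 0% = neutral control wells and 100% = IKK inhibitor VII at 50 µM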
# * = called active by the depositor; & = joins results of further samples; [ ] = another dose, or the depositor's remark. Some of the compounds tested. The share of hits here may be higher or lower than overall.
SMILES,CD40 NFkB inh
C/C=C/c1ccc([C@@H]2[C@@H](CO)N(C(=O)C3CC3)[C@H]2CN(C)C(=O)CC2CC2)cc1,8
CC(Nc1nc(N2CCN(CCO)CC2)nc2ccccc12)c1ccccc1 (stereo not drawn),4
CN(Cc1ccccc1)C(=O)COC(=O)c1cc(=O)[nH]c2ccccc12,-36
COc1ccc2c3c([nH]c2c1)[C@H](CO)N(C(=O)c1ccccn1)CC31CN(C(=O)C2CCC2)C1,-11[25 µM]
O=C(Oc1ccc2c(c1)OCO2)C12CC3CC(CC(C3)C1)C2,3
COc1ccc(CCNC(=O)COc2nncc3ccccc23)cc1,1
COc1ccc2cc(C(=O)C3CCCN(C(=O)C4=NN(C)C(=O)CC4)C3)ccc2c1 (stereo not drawn),-11
COCCn1c(SC(C)C(=O)Nc2ccc(N3CCOCC3)cc2)nnc1-c1ccncc1 (stereo not drawn),-7
COc1ccc2c(c1OC)C(=O)N1C2SC[C@H]1C(=O)NC1CC(C)(C)NC(C)(C)C1 (stereo partly drawn),5&2
O=C(c1ccccc1)N1CCN(c2ccc(N3CCOCC3)nn2)CC1,-3
CCC(=O)OCC(=O)Nc1cc(C)c(C)cc1[N+](=O)[O-],12
C/C=C/c1ccc2c(c1)[C@H]1[C@H](CCN1C(=O)c1cccc(F)c1)[C@H](CO)N2,-10[25 µM]
N#CCCn1cc(/C=N/O)c(-c2ccccc2)n1,15
Cc1ccc(S(=O)(=O)N=S(CCO)CCO)cc1,3
O=C(CN1C(=O)CC(c2ccccc2)Sc2ccccc21)NCC1CCCO1 (stereo not drawn),5

# Reprinted at random: three records from the list
SMILES,CD40 NFkB inh
CN(Cc1ccccc1)C(=O)COC(=O)c1cc(=O)[nH]c2ccccc12,-36
COc1ccc(CCNC(=O)COc2nncc3ccccc23)cc1,1
COCCn1c(SC(C)C(=O)Nc2ccc(N3CCOCC3)cc2)nnc1-c1ccncc1 (stereo not drawn),-7

# (list continues)
SMILES,CD40 NFkB inh
O=C1NC2(CCCC2)Oc2ccccc21,11
COc1ccc(CCNC(=O)Cn2c(=O)[nH]c3ccsc3c2=O)cc1OC,1
C[C@@H](NC(=O)C[C@@H]1CC[C@H]2[C@@H](COc3ccc(NS(=O)(=O)c4ccc(Cl)cc4)cc3C(=O)N2C)O1)c1ccccc1,9[25 µM]
Cn1c(=O)c2ncn(CC(=O)Nc3ccc(N4CCOCC4)cc3)c2n(C)c1=O,22
CC1(C)Cc2nc3oc4c(NCCCN5CCOCC5)ncnc4c3cc2CO1,11
COc1ccc(C(=O)Nc2nc(CC(=O)NCc3ccc(F)cc3)cs2)cc1,-31
Cc1noc(C)c1NC(=O)N(C)C[C@H]1OCc2cnnn2CCCC(=O)N([C@@H](C)CO)C[C@@H]1C,0[25 µM]
COc1cccc(CN(C)C[C@H]2OCc3ccccc3-c3c(n(C)c4ccccc34)C(=O)N([C@H](C)CO)C[C@@H]2C)c1,19
C[C@@H]1CN([C@@H](C)CO)C(=O)c2cc(C#CC3(O)CCCC3)cnc2O[C@@H]1CN(C)S(=O)(=O)c1cccc(F)c1,4[25 µM]
O=C(C[C@@H]1C[C@H]2c3cc(NC(=O)CC4CC4)ccc3O[C@H]2[C@@H](CO)O1)NCC1CC1,-10[25 µM]
Cc1noc(C)c1C(=O)Nc1nc(-c2cccs2)cs1,-57
Cc1cc(C)c(NC(=O)CSCc2c(C)noc2C)c(Cl)c1,6
Cc1cc(C)nc(SCC(=O)N(C)CC(=O)Nc2c(Cl)cccc2Cl)n1,-5
CCC(CC)C(=O)NCc1ccccc1Cl,2
COc1ccc(C(NC(=O)c2ccc(-c3ccccc3)cc2)c2ccccc2)cc1 (stereo not drawn),-1

# 4 entries already listed, arranged by count of non-hydrogen atoms, rising:
SMILES,CD40 NFkB inh
COc1ccc(C(=O)Nc2nc(CC(=O)NCc3ccc(F)cc3)cs2)cc1,-31
CC1(C)Cc2nc3oc4c(NCCCN5CCOCC5)ncnc4c3cc2CO1,11
O=C(C[C@@H]1C[C@H]2c3cc(NC(=O)CC4CC4)ccc3O[C@H]2[C@@H](CO)O1)NCC1CC1,-10[25 µM]
COCCn1c(SC(C)C(=O)Nc2ccc(N3CCOCC3)cc2)nnc1-c1ccncc1 (stereo not drawn),-7

# Additional records
SMILES,CD40 NFkB inh
O=C(NCCCC(=O)N1CCOCC1)c1cccnc1,10
O=C(C[C@H]1CC[C@H](NC(=O)CN2CCOCC2)[C@@H](CO)O1)NC1CCC1,-3[25 µM]
COc1ccc2c(c1OC)C(C1c3c(cc4c(c3OC)OCO4)CCN1C)OC2=O (stereo not drawn),1
C[C@@H]1CN([C@H](C)CO)C(=O)c2cc(NS(=O)(=O)c3cccs3)ccc2O[C@@H]1CN(C)S(=O)(=O)c1ccc(F)cc1,-3
O=C(Nc1cccnc1N1CCOCC1)c1cccs1,0
CC(C)NC(=O)Nc1ccc2c(c1)C(=O)N(C)[C@@H]1CC[C@@H](CC(=O)NCc3ccc(F)cc3)O[C@H]1CO2,4[25 µM]
N#C[C@H]1[C@H](c2ccccc2-c2ccccc2F)[C@@H](CO)N1C(=O)c1cccc(F)c1,1[25 µM]
COc1cccc2sc(N3CCN(C(=O)c4ccco4)CC3)nc12,7
CNC(=S)N/N=C/c1cc(C)ccc1C,-7
COC(=O)C[C@H]1CC[C@H]2[C@H](COc3ccc(NC(=O)Nc4c(C)noc4C)cc3C(=O)N2C)O1,-23[25 µM]
CC(=O)c1cnc2nc(C)nn2c1C,8
CN(C)CCNC(=O)Cc1ccc([N+](=O)[O-])cc1,3
N#Cc1ccc(-c2ccc(C3[C@H]4CNC[C@@H]3N4C(=O)NC3CCCCC3)cc2)cc1 (stereo partly drawn),-6[25 µM]
N=c1c2c(n(Cc3ccc([N+](=O)[O-])cc3)c3c1CCC3)CCCC2,10
Cc1cc(C)nc(N2CCCC(C(=O)NCCc3ccc(F)cc3)C2)n1 (stereo not drawn),7
CCOc1ccc(-n2c3nc4ccccc4nc3c3c(=O)n(Cc4ccco4)cnc32)cc1,20
Cn1ncc2c(=O)n(CC(=O)NC34CC5CC(CC(C5)C3)C4)cnc21,5
COC(=O)[C@H](C)NC(=O)NCc1ccccc1F,7
Cn1c(CCN2CCN(c3ccccn3)CC2)nc2cc(NS(=O)(=O)c3ccc(F)cc3)ccc21,7
CC=Cc1ccc2n(c1=O)C[C@H]1[C@H](CO)[C@@H](C(=O)NCc3ccccc3F)N[C@@H]21 (mixture of isomers),-11[25 µM]
CCc1cnc(N2[C@H](C#N)[C@@H](c3ccc(-c4cccc(F)c4)cc3)[C@@H]2CO)s1,16[25 µM]
CCc1cc2cc(C)cc(C)c2nc1Cl,-1
CCOC(=O)N1CCC(NC(=O)c2cc3cc4cc(OC)ccc4nc3o2)CC1,-4
CN(C)CCNC(=O)NC1CCCCC1,11
COc1ccc(/C(C)=N/NC(=O)c2nc(C)cc(C)n2)cc1,-57
CS(=O)(=O)N(CC(=O)N1CCCC1)c1cccc(Cl)c1,-28
CC(C)n1nc(C(=O)Nc2nc3ccccc3[nH]2)c2ccccc2c1=O,-3
Cc1ccccc1-c1noc(C2CCCCC2)n1,-29
CCCNC(=O)N1[C@H](CO)[C@@H](c2ccccc2)[C@H]1CNC(C)=O,10
O=C(COc1ccc2c(c1)OCO2)Nc1ccc2c(c1)oc1ccccc12,-1
COc1cc(N2C(=O)CC3(CCCC3)CC2=O)cc(OC)c1OC,0
CCCC(=O)Nc1ccc(S(=O)(=O)N2CCC(c3nc4ccccc4[nH]3)CC2)cc1,-8
O=C(NCCn1cccc1)c1cccc2ccccc12,5
NC(=O)C1CCN(C(=O)CC(c2ccccc2)c2ccccc2)CC1,2
CCOc1ncccc1C(=O)OCc1ccc(C(=O)OC)cc1,-53
Cc1ccccc1NC(=O)NC(C)(C)CC(C)(C)C,5
O=C(Nc1cccnc1)c1cc(-c2ccccc2O)on1,-128
CO[C@@H]1CN(C)C(=O)c2cc(NC(=O)c3nc4ccccc4s3)ccc2OC[C@H](C)N(Cc2cccnc2)C[C@@H]1C,-2
CC(OC(=O)CNC(=O)c1ccc(Cl)c([N+](=O)[O-])c1)C(=O)NCc1ccco1 (stereo not drawn),21
CC(=O)c1ccc(S(=O)(=O)NCC(=O)N2CCN(C/C=C/c3ccccc3)CC2)cc1,21
O=C(Nc1ccccc1)Nc1nnc(-c2ccccc2)s1,-6
CCCC#Cc1ccc2c(c1)[C@H]1[C@H](CCN1S(=O)(=O)c1cccc(F)c1)[C@H](CO)N2C,-7[25 µM]
CC12COC3(C(=O)Nc4ccccc4)CC1CCC32C (stereo not drawn),-12
C[C@H](CO)N1C[C@H](C)[C@@H](CN(C)C(=O)NC2CCCCC2)Oc2ccc(NC(=O)Cc3ccccc3)cc2C1=O,-9[25 µM]
O=S(=O)(NC1CCCCC1NS(=O)(=O)c1ccc(F)cc1)c1ccc(F)cc1 (stereo not drawn),7
O=C(O)CCCNC(=O)c1ccccn1,-1
CC(=O)c1cccc(CN2CCCC(C(=O)Nc3ccc(-c4ccco4)cc3)C2)c1 (stereo not drawn),-16
CCOP(=O)(Nc1cccc2oc(=O)c3ccccc3c12)OCC,-8
COCCN(Cc1cc2cc(C)ccc2n2nnnc12)C(=S)Nc1ccc(C)cc1,-7
CCOc1ccc(OCCCC(=O)O)cc1,7
O=C(C1CC1)N1C[C@H]2[C@@H](c3ccccc31)[C@H](CO)N2C(=O)Cc1ccccn1,18
O=C(C[C@H]1CC[C@H]2[C@@H](COC[C@@H](O)CN2C(=O)c2ccc3c(c2)OCO3)O1)NCCN1CCCC1,4
CCC(=O)OCc1cc2cccc(C)c2[nH]c1=O,17
Cc1nc2c(ccc3c([N+](=O)[O-])cccc32)c(C)c1C,-3
O=C1c2ccccc2S(=O)(=O)N1CC(O)Cn1c2ccccc2c2ccccc21 (stereo not drawn),-10
NC(=O)c1ccc(NC(=O)COC(=O)CC2Sc3ccccc3NC2=O)cc1 (stereo not drawn),-10
Cc1noc(C)c1S(=O)(=O)N(C)C[C@@H]1OCc2ccccc2-c2ccccc2C(=O)N([C@@H](C)CO)C[C@H]1C,7[25 µM]
Cc1ccc(C)c(OCC(=O)N/N=C/c2c(C)nn(-c3ccccc3)c2Cl)c1,15
CCCN(C(=O)CSCc1ccc(Cl)cc1)c1c(N)n(Cc2ccccc2)c(=O)[nH]c1=O,-5
Cc1nnc(C)c2c(C)n(/N=C/c3cc(Br)ccc3O)c(C)c12,-1

# The results go on.
SMILES,CD40 NFkB inh
COc1ccc(NC(=O)Nc2ccccc2SC)cc1OC,-33
c1ccc(SCCN2CCc3ccccc3C2)cc1,-6
COc1ccc(C(=O)N2C[C@H]3[C@@H](c4ccccc42)[C@@H](CO)N3C(=O)c2cccc(F)c2)cc1,-4
O=C(NCc1cccs1)c1ccc(N2CCCC2=O)cc1,-67
C[C@H](CO)N1C[C@H](C)[C@@H](CN(C)C(=O)Nc2ccnc(N3CCOCC3)c2)OCc2ccccc2-c2ccccc2C1=O,0[25 µM]
FC(F)(F)c1nc(NCC2CCCO2)c2nnn(Cc3ccccc3Cl)c2n1 (stereo not drawn),0
COc1cccc(-c2ccc(C3[C@@H]4CN(C(=O)C5CCOCC5)C[C@H]3N4)cc2)c1 (stereo partly drawn),3&1
N#Cc1ccccc1OCC(=O)Nc1ccc2c(c1)OCCO2,-83
O=C(NCCN1CCOCC1)c1cc2sccc2n1Cc1ccc(F)cc1,5
CCN1CCCC1CNC(=O)c1cc2cc(OC)c(OC)cc2[nH]1 (stereo not drawn),1
COc1ccccc1NC(=O)c1ccc(NC2=NC3CS(=O)(=O)CC3S2)cc1 (stereo not drawn),-7
Cn1c(=O)c2cc(S(=O)(=O)N3CCC(c4ccccc4)CC3)ccc2n(C)c1=O,22
COc1ccccc1CCc1nnc(CCC(=O)N(C)Cc2cccc3ncccc23)o1,-10
CCC(CC)c1nnc(NC(=O)CSCC(=O)Nc2cc(C)on2)s1,14
O=C(c1cccc2ccccc12)C1CCCN(C(=O)c2ccc(N3CCOCC3)cc2)C1 (stereo not drawn),-28
O=C(COc1ccc(S(=O)(=O)N2CCOCC2)cc1)NCCCn1ccnc1,2
CCOC(=O)c1nnn2c1nc(N1CCN(c3ccccc3)CC1)c1ccccc12,3
CC1CCN(CC(=O)N(C)c2c(N)n(Cc3ccccc3)c(=O)[nH]c2=O)CC1,-4
Cc1ccc2c(c1)c1c(n2CC(O)CNC2CCCC2)CCCC1 (stereo not drawn),6
O=C1Nc2cc(Cl)cnc2N2CCCC12 (stereo not drawn),8
C[C@H]1CCCCO[C@H](CN(C)C(=O)c2ccncc2)[C@@H](C)CN([C@@H](C)CO)C(=O)c2cc(NS(=O)(=O)c3cccs3)ccc2O1,-3[25 µM]
COc1ccc(NC(=O)N(C)C[C@@H]2OCc3ccccc3-c3c(n(C)c4ccccc34)C(=O)N([C@H](C)CO)C[C@@H]2C)c(OC)c1,8[25 µM]
FC(F)(F)c1cc(Cl)c2nnc(-c3ccccn3)n2c1,4
Cn1cnc([N+](=O)[O-])c1Sc1nc2ccccc2[nH]1,33
Cc1ccc(NC(=O)CSCC(=O)N(C)CCOc2ccc(Cl)cc2)cc1,-5
CCOc1ccc(N2CC(C(=O)N3CCc4ccccc4C3)CC2=O)cc1 (stereo not drawn),-3

# Compounds shown so far with an aryl thioether with sulfur outside any ring, in the order listed:
SMILES,CD40 NFkB inh
COCCn1c(SC(C)C(=O)Nc2ccc(N3CCOCC3)cc2)nnc1-c1ccncc1 (stereo not drawn),-7
Cc1cc(C)nc(SCC(=O)N(C)CC(=O)Nc2c(Cl)cccc2Cl)n1,-5
COc1ccc(NC(=O)Nc2ccccc2SC)cc1OC,-33
c1ccc(SCCN2CCc3ccccc3C2)cc1,-6
Cn1cnc([N+](=O)[O-])c1Sc1nc2ccccc2[nH]1,33
